H1N1 NS1A inhibition: H1N1 influenza NS1A inhibitors, functional cell based assay (AID 504329); inhibition, % at 12.5 µM, or IC50 in µM where a hit was titrated; 0.3% of 340,000 active; NS1A functional cell-based assay, percent inhibition; higher % means a stronger effect; in the data active = a potency from the dose series; inconclusive = inhibition above about 27% without an active follow-up result; also: strong numbers were not always called active
VEEV TC-83 Vero: inhibitors of VEEV TC-83 cytopathic effect, confirmation, Vero cells (AID 588727); inhibition, % at 20 µM, or IC50 in µM where a hit was titrated; Vero cells, VEEV TC-83 cytopathic effect inhibition; higher % means a stronger effect; 0.13% of 350,000 active; in the data active = a potency from the dose series; inconclusive = inhibition mostly from about 14% at the one dose, without a potency; inactive = the rest, 99 in 100 with inhibition below about 12%; also: strong numbers were not always called active
H37Rv inhibition: M. tuberculosis growth inhibition, HTS (AID 449762); M. tuberculosis H37Rv growth inhibition, 7H9 media; higher % means a stronger effect; one-dose inhibition, % at 25 µM; IC50 in µM for titrated hits; 0.59% of 330,000 active; in the data active = a potency from the dose series; inconclusive = inhibition above about 70% without an active follow-up result;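 also: bacterial growth assessed after seven days of incubation; strong numbers were not always called active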
PhoP GFP inhibition: Inhibition of PhoP regulon, Salmonella typhi GFP reporter cells, confirmation, 4 h (AID 1850); Salmonella Typhi PhoP-promoter GFP reporter, fluorescence, 4 h; higher % means a stronger effect; one-dose inhibition, % at 50 µM; IC50 in µM for titrated hits; 0.33% of 310,000 active; in the data active = a potency from the dose series; inconclusive = inhibition mostly from about 25% at the one dose, without a potency; inactive = the rest, 99 in 100 with inhibition below about 19%;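 also: 0% = induced wells with vehicle and 100% = uninduced wells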
M. tuberculosis: growth inhibition of non-replicating M. tuberculosis (AID 488890). Mycobacterium tuberculosis non-replicating, growth inhibition; higher % means a stronger effect. inhibition, % at 25 µM; hits with a dose series show IC50 in µM. 0.39% of 320,000 active; in the data active = a potency from the dose series; inconclusive = inhibition mostly from about 82% at the one dose, without a potency; inactive = the rest, 99 in 100 with inhibition below about 76%;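 also: plate controls were DMSO cells for no effect and high antibiotic wells for full effect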
VEEV TC-83 Vero 10K pilot screen: second read-out of VEEV TC-83 Vero, no call of its own (marks repeat the call); inhibition, %; measured here: 10K pilot screen inhibition
Numbers without * were called inactive; i = inactive; ? = inconclusive; nt = no result given.

SMILES	H1N1 NS1A inhibition	VEEV TC-83 Vero	H37Rv inhibition	PhoP GFP inhibition	M. tuberculosis	others
CCn1c(=O)n(CC)c2cc(NC(=O)c3ccccc3Cl)ccc21	2%	3.6%	-27%	-4%	-1%
COc1ccccc1N1CCN(C2CC(=O)N(c3ccccc3)C2=O)CC1 (stereo not given)	-1%	0.9%	5%	-2%	16%
O=C(O)CCCCCCCCCC(=O)c1cccs1	-5%	3.3%	-5%	0%	26%
O=C(Nc1ccc([N+](=O)[O-])cc1)NN1CCCCCC1	2%	2.0%	nt	nt	nt
CSc1cccc(CN2CCC(CO)(Cc3ccccc3)CC2)c1	-7%	1.9%	1%	-2%	8%
COc1ccc(OC)c(NC(=O)C2CCCN(S(=O)(=O)c3cccc4nonc34)C2)c1 (stereo not given)	-12%	i	3%	0%	2%
Cc1cc2ccccc2n1CCNC(=O)Cc1ccccc1	9%	1.0%	2%	-5%	79%
Cc1ccnc(NC(c2ccsc2)c2ccc3ccc(C)nc3c2O)c1 (stereo not given)	-1%	0.3%	24%	-22%	?
CCn1c(SCC(=O)NC2CC2)nnc1-c1ccc(F)cc1	-14%	2.3%	0%	-8%	-9%
Cn1cnc2cc(NCc3cccs3)ccc21	-1%	0.8%	2%	5%	1%
C[C@H](CO)N1C[C@H](C)[C@@H](CN(C)S(=O)(=O)c2cccs2)Oc2c(NC(=O)NC3CCCCC3)cccc2C1=O	7%	0.4%	6%	nt	46%
NC1=NC(c2ccc(F)cc2)n2c(nc3ccccc32)N1 (stereo not given)	-14%	0.7%	-15%	1%	-7%
COc1ccc(C2CC(=O)C3=C(C2)Nc2ncnn2C3c2ccccc2C)c(OC)c1 (stereo not given)	-1%	i	-6%	-2%	26%
O=C(Cn1c(=O)oc2cc(S(=O)(=O)N3CCCC3)ccc21)NC1CCCc2ccccc21 (stereo not given)	0%	9.9%	-8%	nt	nt
Nn1c(C2CCC2)nc2ccccc2c1=O	1%	0.0%	0%	-3%	7%
Cc1ccc(NS(=O)(=O)c2ccc(-c3coc(C)n3)cc2)c(C)c1	0%	2.1%	4%	4%	3%
COC(=O)Nc1ccc(S(=O)(=O)NNC(=O)c2c(O)c3ccccc3n(C)c2=O)cc1	2%	2.7%	6%	-22%	2%
CS(=O)(=O)c1cccc(C(=O)NCc2ccc(F)cc2)c1	-15%	3.0%	2%	-8%	17%
Cc1csc(NC(=O)C(C)Oc2ccc(Br)cc2)n1 (stereo not given)	0%	7.6%	47%	8%	?
O=C1CC(c2ccc(S(=O)(=O)N3CCCCC3)cc2)CN1 (stereo not given)	-10%	i	5%	-14%	-2%
CCOC(=O)NCc1ccc2[nH]c(C)cc2c1	14%	i	-2%	5%	67%	VEEV TC-83 Vero 10K pilot screen=0.2
CC1(C)CC(=O)C(C=NCCO)=C(O)C1	1%	i	-5%	-2%	-13%
CCOC(=O)C1CCN(C(=O)c2ccc(NC(=O)C3CCCO3)cc2)CC1 (stereo not given)	1%	3.5%	-7%	-17%	-10%
O=C1Cc2cc(S(=O)(=O)N3CCN(c4ccccc4)CC3)ccc2N1	9%	0.3%	-5%	-7%	4%
CC1(C)CC(=O)/C(=C\c2cccc([N+](=O)[O-])c2)C(C)(C)N1	1%	2.2%	1%	19%	46%
C/C(CC(=O)Nc1ccccc1C#N)=N\NC(=O)c1ccncc1	-8%	0.9%	?	4%	64%
NCCc1ccc(S(=O)(=O)F)cc1	-5%	0.1%	-1%	9%	3%
Cc1ccc2c(c1)c1c(n2C)-c2[nH]ncc2CC1	10%	2.6%	?	-6%	34%
CCOc1cc(C=O)cc(Br)c1OCC(=O)NCCc1ccccc1	-10%	0.6%	3%	-6%	73%
c1ccc(-c2ccccc2OCCOCCN2CCOCC2)cc1	-17%	0.5%	2%	2%	-3%
CCNC(=S)NNC(=O)c1csc(C(C)C)c1	5%	0.7%	-11%	-10%	-6%
OCCNCc1cccc(Br)c1	-7%	0.3%	0%	-20%	-10%
COC(=O)C(NC(=O)CCc1nnc2ccc(N3CCCCC3)nn12)C(C)C (stereo not given)	-3%	i	0%	1%	-10%
COCCCN(C(=O)Cn1ncc2c(=O)oc3ccc(C)cc3c21)C(C)c1ccncc1 (stereo not given)	1%	i	-10%	0%	-2%	VEEV TC-83 Vero 10K pilot screen=6.0
CCCc1cc(=O)[nH]c(SCC(=O)Nc2ccccc2C#N)n1	7%	i	2%	-17%	2%
Cc1ccc(Nc2nc(N)c([N+](=O)[O-])c(NCc3ccco3)n2)cc1C	4%	4.4%	-6%	-7%	38%
COC(=O)C1=C(c2ccc(S(C)(=O)=O)cc2)C[C@@H]2CC[C@H]1N2C(=O)N1CCC(O)CC1	-1%	0.2%	5%	-4%	-4%
COc1cc(C(=O)N2CCC(N3CCCCCC3)CC2)cc(OC)c1OC	6%	i	-2%	-7%	-2%
COCCCn1c(SCC(=O)Nc2sc3c(c2C#N)CCCC3)nnc1-c1ccncc1	-6%	5.7%	0%	-2%	31%
COc1ccc(CCNC(=O)c2nonc2N)cc1	2%	2.4%	-2%	1%	16%
O=C1C=C(c2cccc(Cl)c2)C[C@@H](c2ccc3c(c2)OCO3)C1	-10%	0.2%	6%	nt	15%
COc1ccccc1NC(=O)Nc1ccccc1SC	-12%	0.8%	3%	3%	25%
COc1ccc(/C=C2/C(=O)N(c3cccc(F)c3)N=C2C)c(OC)c1	-5%	0.1%	3%	-1%	25%
COc1ccc(C(CC(=O)O)NC(=O)c2cccs2)cc1 (stereo not given)	-4%	2.3%	-11%	-1%	3%	VEEV TC-83 Vero 10K pilot screen=0.4
COc1ccc(N2C(=NC(=O)C(C)Oc3ccccc3)SC3CS(=O)(=O)CC32)cc1 (stereo not given)	5%	i	1%	3%	15%
O=S(=O)(O)c1ccc(N=NNc2ccc(Br)cc2)cc1	1%	0.2%	?	-17%	9%
O=C1CC(N2CCN(c3ccc(O)cc3)CC2)C(=O)N1c1ccc2c(c1)OCO2 (stereo not given)	-4%	1.1%	-1%	6%	20%
COc1ccc2[nH]c(CN3CCN(CC=C(C)C)C(CCO)C3)c(C)c2c1 (stereo not given)	3%	1.1%	1%	1%	8%
Cc1ccnc(NS(=O)(=O)c2cccs2)c1	-9%	i	-2%	-7%	4%
CCOC(=O)Cn1c(=O)oc2cc(S(=O)(=O)NCCCc3ccccc3)ccc21	-4%	1.4%	2%	8%	nt
CCCCN(C(=O)NCCCCCCNC(=O)N(CCCC)C1CCS(=O)(=O)C1)C1CCS(=O)(=O)C1 (stereo not given)	9%	0.6%	4%	-7%	-11%
CCC1CCCCN1C(=O)c1ccc(OC2CCN(C(=O)CCOC)CC2)cc1 (stereo not given)	3%	i	-6%	-19%	5%
COc1cccc(CNC(=O)N2CCN(c3ccccc3)CC2)c1	-9%	0.8%	8%	11%	9%
Cc1ccc(Oc2cnn(-c3ccccc3)c(=O)c2Br)cc1	-4%	6.1%	6%	11%	10%
N/C(=N\OC(=O)Oc1ccccc1)c1ccc(Cl)cc1	0%	0.4%	-2%	1%	19%
O=C(O)CC1(CC(=O)Nc2ccc(F)c(Cl)c2)CCCCC1	nt	2.0%	6%	-4%	12%
Cc1ccccc1C(=O)Nc1nncs1	15%	1.6%	-6%	-2%	-5%
CCOC(=O)c1cnn(-c2ccccc2)c1NC(=O)CN1CCCCC1	-3%	1.1%	-2%	2%	0%
O=C(/C=C/c1c(F)cccc1Cl)Nc1ccncc1	-1%	i	9%	2%	42%
Cc1cccc(NC(=O)c2nc[nH]c2C(=O)N[C@@H](CC(C)C)C(=O)OC(C)(C)C)c1	-4%	3.0%	18%	-8%	59%

Quoted at random: two entries already listed.
SMILES	H1N1 NS1A inhibition	VEEV TC-83 Vero	H37Rv inhibition	PhoP GFP inhibition	M. tuberculosis	others
CS(=O)(=O)c1cccc(C(=O)NCc2ccc(F)cc2)c1	-15%	3.0%	2%	-8%	17%
CSc1cccc(CN2CCC(CO)(Cc3ccccc3)CC2)c1	-7%	1.9%	1%	-2%	8%

(more compounds)
SMILES	H1N1 NS1A inhibition	VEEV TC-83 Vero	H37Rv inhibition	PhoP GFP inhibition	M. tuberculosis	others
CCC(C)N(C(=O)c1csnn1)C(C(=O)NCc1ccc(F)cc1)c1ccccc1 (stereo not given)	4%	i	-1%	-27%	21%
CC(=O)C1=C(O)C(=O)N(c2ccc(Br)cc2)C1c1ccccc1[N+](=O)[O-] (stereo not given)	1%	1.9%	5%	-5%	30%
COC(=O)C1=NNC(C(=O)OC)C1c1ccccc1 (stereo not given)	-22%	1.4%	nt	nt	nt
COC(=O)c1sccc1Oc1ccc(F)cc1[N+](=O)[O-]	3%	0.1%	1%	4%	-7%	VEEV TC-83 Vero 10K pilot screen=0.7
COc1ccc2nc(-n3c(O)c(C4=c5ccccc5=NC4=O)[nH]c3=S)sc2c1	11%	1.7%	56%	6%	?
CC1CCCCN1C(=O)COC(=O)Cc1c[nH]c2ccccc12 (stereo not given)	6%	3.9%	11%	nt	1%
O=C(COc1ccccc1Br)NCCc1nc2ccccc2[nH]1	4%	1.4%	9%	-4%	10%
CCc1cccc(NC(=O)CN(c2ccc(C)cc2)S(=O)(=O)c2c(C)noc2C)c1	-4%	4.9%	-5%	-3%	14%
CS(=O)(=O)c1cnc(-c2ccccc2)nc1Oc1ccc(Cl)cc1	6%	0.5%	2%	-29%	nt
Cc1ccc(CNc2ccc(O)cc2)cc1	20%	50%	nt	nt	nt	VEEV TC-83 Vero 10K pilot screen=0.1
CCOC(=O)C1CCN(S(=O)(=O)c2ccc3c(ccn3C)c2)CC1	0%	0.8%	5%	3%	18%
O=C1CC(NNC(=O)c2cccc(F)c2)C(=O)N1 (stereo not given)	-6%	1.0%	-4%	-6%	-24%
CCOC(=O)/C(C#N)=C1\CCCN1CC(N)=S	3%	0.3%	2%	0%	5%
Cn1c(CSc2nc3ccccc3s2)nnc1SCC(=O)NCCCN1CCOCC1	3%	2.3%	-4%	-5%	-7%	VEEV TC-83 Vero 10K pilot screen=0.4
CC1CN(Cc2ccccc2Cl)CC(C)O1 (stereo not given)	-2%	1.2%	0%	-13%	1%
COc1cc(C)nc(NC(=O)NC(=O)c2ccc(C(F)(F)F)cc2)n1	0%	1.9%	1%	-16%	16%
CCCCNS(=O)(=O)c1ccc(NC(=O)C2c3ccccc3Oc3ccccc32)cc1	-4%	i	1%	-4%	11%
CN(CCCN1CCOCC1)C(=O)c1cc(COc2ccc(F)cc2F)on1	3%	0.9%	-3%	-10%	8%
Cc1cc(C)n(CCNS(=O)(=O)c2ccccc2)n1	2%	0.8%	-5%	13%	-5%

Molecules shown so far with a thiophene ring, fused or not, in the order listed:
SMILES	H1N1 NS1A inhibition	VEEV TC-83 Vero	H37Rv inhibition	PhoP GFP inhibition	M. tuberculosis	others
O=C(O)CCCCCCCCCC(=O)c1cccs1	-5%	3.3%	-5%	0%	26%
Cc1ccnc(NC(c2ccsc2)c2ccc3ccc(C)nc3c2O)c1 (stereo not given)	-1%	0.3%	24%	-22%	?
Cn1cnc2cc(NCc3cccs3)ccc21	-1%	0.8%	2%	5%	1%
C[C@H](CO)N1C[C@H](C)[C@@H](CN(C)S(=O)(=O)c2cccs2)Oc2c(NC(=O)NC3CCCCC3)cccc2C1=O	7%	0.4%	6%	nt	46%
CCNC(=S)NNC(=O)c1csc(C(C)C)c1	5%	0.7%	-11%	-10%	-6%
COCCCn1c(SCC(=O)Nc2sc3c(c2C#N)CCCC3)nnc1-c1ccncc1	-6%	5.7%	0%	-2%	31%
COc1ccc(C(CC(=O)O)NC(=O)c2cccs2)cc1 (stereo not given)	-4%	2.3%	-11%	-1%	3%	VEEV TC-83 Vero 10K pilot screen=0.4
Cc1ccnc(NS(=O)(=O)c2cccs2)c1	-9%	i	-2%	-7%	4%
COC(=O)c1sccc1Oc1ccc(F)cc1[N+](=O)[O-]	3%	0.1%	1%	4%	-7%	VEEV TC-83 Vero 10K pilot screen=0.7
